Assay outcomes deposited in PubChem BioAssay by several laboratories.
CAL PDZ FP-1 = inhibitors of human CAL PDZ peptide binding | Q9HD26 | inhibition, % at 24.9 µM | purified CAL PDZ, TMR-peptide fluorescence polarization, 1 h | 300,000 compounds, 0.92% hits | AID 602252;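 active = mean inhibition of at least 30% with at least half of replicates also reaching 30%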;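 note: 0% = DMSO neutral control and 100% = excess unlabeled competitor peptide PRC23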
RTF Ca sens act = cardiac RTF calcium sensitization; IANBD-labeled TnC RTF fluorescence at EC20 calcium; 0% EC20 calcium, 100% full calcium; activation, % at 7.2 µM; 340,000 compounds, 0.24% hits;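 active = activation above the mean over all tested compounds plus 3 SD, cut at about 30% in these data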;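 note: rise in fluorescence read as greater calcium sensitivity of cardiac thin filaments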
PKA-R2B activ = activates the human PKA-R2B holoenzyme complex | P22694+P31323 | PKA-R2B holoenzyme dissociation, Cy5-IP20 fluorescence polarization; R2B truncated from residue 108, S112A mutant; 0% DMSO only, 100% 113 µM cGMP | activation, % at 11.4 µM | 340,000 compounds, 0.079% hits | AID 504700;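 active = activation above a cutoff set at the mean over all compounds plus 3 SD, cut at about 18% in these data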;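 note: higher means more holoenzyme dissociation and a rise in polarization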
DAGLB inhibitor = diacylglycerol lipase beta (human) inhibition. inhibition, % at 5.17 µM. 340,000 compounds, 0.059% hits. HEK293T DAGLB membrane lysate, EnzChek fluorogenic substrate. Q8NCG7; in the data active = inhibition above about 34%;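 note: 0% = enzyme with vehicle and 100% = wells lacking enzyme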
Target sequence (Q8NCG7 whole entry, looked up): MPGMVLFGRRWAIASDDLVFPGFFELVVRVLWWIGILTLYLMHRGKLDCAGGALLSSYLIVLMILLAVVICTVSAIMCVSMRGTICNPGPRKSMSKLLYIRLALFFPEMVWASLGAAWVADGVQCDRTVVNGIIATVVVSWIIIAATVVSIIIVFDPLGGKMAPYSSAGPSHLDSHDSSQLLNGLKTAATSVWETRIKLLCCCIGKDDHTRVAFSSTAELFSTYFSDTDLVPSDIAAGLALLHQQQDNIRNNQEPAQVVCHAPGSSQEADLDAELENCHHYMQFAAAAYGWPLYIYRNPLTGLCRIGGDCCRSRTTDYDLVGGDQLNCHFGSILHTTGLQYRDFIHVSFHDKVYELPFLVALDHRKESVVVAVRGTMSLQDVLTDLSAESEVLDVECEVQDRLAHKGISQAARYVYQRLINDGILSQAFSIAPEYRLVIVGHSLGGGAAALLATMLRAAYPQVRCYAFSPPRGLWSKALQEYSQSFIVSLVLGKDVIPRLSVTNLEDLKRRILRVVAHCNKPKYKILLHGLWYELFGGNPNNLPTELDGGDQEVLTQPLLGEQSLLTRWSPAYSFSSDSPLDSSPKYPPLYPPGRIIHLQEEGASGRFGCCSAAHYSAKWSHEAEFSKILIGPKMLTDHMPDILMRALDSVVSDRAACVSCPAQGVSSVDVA
Rtt109 HAT inh = inhibitors of Candida albicans Rtt109/Vps75 histone acetyltransferase | 330,000 compounds, 0.16% hits | purified Rtt109/Vps75, ThioGlo CoA-SH fluorescence, 4 h | inhibition, % at 34.9 µM;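 active = inhibition of at least 50% in every replicate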
Target sequence (Q5AAJ8 whole entry, looked up): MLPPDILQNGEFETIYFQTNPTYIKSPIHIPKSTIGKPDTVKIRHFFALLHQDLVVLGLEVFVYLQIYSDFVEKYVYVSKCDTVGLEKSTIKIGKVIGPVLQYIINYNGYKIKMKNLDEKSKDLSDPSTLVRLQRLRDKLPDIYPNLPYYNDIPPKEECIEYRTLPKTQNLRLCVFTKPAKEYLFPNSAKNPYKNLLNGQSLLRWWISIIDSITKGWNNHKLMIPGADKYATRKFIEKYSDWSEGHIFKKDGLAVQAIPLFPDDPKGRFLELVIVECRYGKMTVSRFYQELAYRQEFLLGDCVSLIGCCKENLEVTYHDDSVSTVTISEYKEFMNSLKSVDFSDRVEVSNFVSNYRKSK
SR-BI DiI-HDL act = SR-BI HDL lipid transfer activation; CHO ldlA[mSR-BI] cells, DiI-HDL uptake fluorescence, 3 h; 100 = double the neutral-control signal; activation, % at 12.5 µM; 320,000 compounds, 0.096% hits; AID 504775;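 active = mean replicate activation of at least 60% and every replicate at or above 60%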;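 note: 0% = median plate neutral-control signal and 100% = twice that signal; values of inactives mirror those of a sister screen read the other way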
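Test system: SR-BI-overexpressing, LDLR-lacking CHO cells; Also added: labelled HDL, 10 µg/mL; Measured by: bottom-read cell fluorescence after medium removal, ex 550/em 595 nm; Timing: 3 h uptake period with compound, 37 °C; Buffer or medium: F12, 0.5% BSA, 25 mM HEPES; Doses: single compound concentration, delivered by pin transfer.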
C-LANA FP = inhibitors of KSHV LANA C-terminal domain DNA binding | MBP-C-LANA/FAM-LBS DNA binding, fluorescence polarization | inhibition, % at 9 µM | 340,000 compounds, 0.078% hits | AID 504423;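 active = highest replicate inhibition at or above 60% at 9 µM, even if other replicates fall short; inactive = all replicates below 60% inhibition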;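 note: 0% = neutral control wells and 100% = 4 µM acridine orange control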
RTF Ca sens inh = cardiac RTF calcium desensitization. P19429+P45379. IANBD-labeled cardiac RTF, Ca2+ fluorescence. AID 493244. 340,000 compounds, 0.12% hits. inhibition, % at 7.15 µM;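 active = inhibition above the mean inhibition of all tested compounds plus 3 SD, cut at about 17% in these data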;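 note: assay run at fixed EC70 calcium of 1.6 mM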
Keap1 Nrf2 FP = inhibitors of human Keap1-Nrf2 protein-protein interaction | AID 504523 | inhibition, % at 9.4 µM | Keap1 Kelch-Nrf2 peptide fluorescence polarization, 1536-well | 340,000 compounds, 0.15% hits; in the data active = inhibition above about 12%;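 note: human Keap1 Kelch domain with fluorescein labeled Nrf2 9mer peptide probe; 0% = neutral control wells and 100% = peptide positive control; higher means more block of Keap1 binding to Nrf2 peptide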
CAL PDZ FP-2 = human CAL PDZ-peptide interaction inhibition. 330,000 compounds, 0.02% hits. inhibition, % at 20 µM. AID 504414. purified CAL PDZ, TMR-peptide fluorescence polarization, 1 h;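 active = highest replicate inhibition of at least 40%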;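 note: plate controls were DMSO neutral control wells for no effect and unlabeled competitor peptide control wells for full effect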
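Test system: purified CerCALP PDZ construct; Compound dosing: one concentration, 20 µM compound; Also added: TMR-labelled reporter peptide T*-PRC34 bound in PDZ groove; Read-out: inhibition from polarization loss; Controls: unlabelled peptide and DMSO controls; Signal: FP readout, S and P plane fluorescence; Incubation: 1 h at RT.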
Starred values were filed as active, the others as inactive; / = not tested or not shown; & = joins results of further samples.

1. CCC(=O)Nc1cccc(C2=NOC3(C2)C[C@@H](C(N)=O)N(C(=O)C(c2ccccc2)c2ccccc2)C3)c1 (some centres undefined)
2. CC(C)Cc1nnc(NC(=O)CCC(=O)Nc2ccc(F)cc2)s1
3. Cc1cccc(C(=O)NNS(=O)(=O)c2ccccc2)c1O
4. CC(C)(C)c1ccc(C(=O)Nc2ccc(C(=O)N3CCCC3)cc2)cc1
5. O=C1CCCCC1C(Nc1ccc(Br)cc1)c1ccccc1 (centres undefined)
6. O=C(CSc1nc2ccccc2c(=O)n1Cc1ccco1)Nc1cccc(O)c1
7. COCCCNC(=O)CCCC(=O)NCCCOC
8. CCCCCC1CC(CC(=O)Nc2ccc([N+](=O)[O-])cc2)OC1=O (centres undefined)
9. CC(N=Cc1ccccc1O)c1ccccc1 (centres undefined)
10. Cc1nccn1C[C@@H]1CCc2c(c3ccccc3n2C)C1=O
assay / entry	1	2	3	4	5	6	7	8	9	10
CAL PDZ FP-1	-2	1	-6	-3	1	/	-4	0	/	-2
RTF Ca sens act	9	1	-4	1	-5	-6	7	6	-8	5
PKA-R2B activ	12	3	-10	0	-11	6	3	-7	-9	-8
DAGLB inhibitor	-2	0	2	0	-5	2	-2	2	0	5
Rtt109 HAT inh	-4	/	-2	14	-9	2	0	-5	-7	-4
SR-BI DiI-HDL act	3	2	26	-6	2	/	3	/	19	1
C-LANA FP	-3.3	1.3	0.1	-0.4	1.5	0.2	0.4	2.2	0.4	2.2
RTF Ca sens inh	-12	-9	-4	-3	3	-9	-9	-1	1	1
Keap1 Nrf2 FP	-1	-5	0	3	-2	5	0	-6	-3	-4
CAL PDZ FP-2	-2.4	-2.5	0.9	-2.4	0.8	-1.9	-0.9	-1.7	-0.3	-0.5

Shown with two lines to a compound: 9 of the compounds above
Each structure is followed by: CAL PDZ FP-1	RTF Ca sens act	PKA-R2B activ	DAGLB inhibitor	Rtt109 HAT inh	SR-BI DiI-HDL act	C-LANA FP	RTF Ca sens inh	Keap1 Nrf2 FP	CAL PDZ FP-2
#2 CC(C)Cc1nnc(NC(=O)CCC(=O)Nc2ccc(F)cc2)s1
→ 1	1	3	0	/	2	1.3	-9	-5	-2.5
#3 Cc1cccc(C(=O)NNS(=O)(=O)c2ccccc2)c1O
→ -6	-4	-10	2	-2	26	0.1	-4	0	0.9
#4 CC(C)(C)c1ccc(C(=O)Nc2ccc(C(=O)N3CCCC3)cc2)cc1
→ -3	1	0	0	14	-6	-0.4	-3	3	-2.4
#5 O=C1CCCCC1C(Nc1ccc(Br)cc1)c1ccccc1 (centres undefined)
→ 1	-5	-11	-5	-9	2	1.5	3	-2	0.8
#6 O=C(CSc1nc2ccccc2c(=O)n1Cc1ccco1)Nc1cccc(O)c1
→ /	-6	6	2	2	/	0.2	-9	5	-1.9
#7 COCCCNC(=O)CCCC(=O)NCCCOC
→ -4	7	3	-2	0	3	0.4	-9	0	-0.9
#8 CCCCCC1CC(CC(=O)Nc2ccc([N+](=O)[O-])cc2)OC1=O (centres undefined)
→ 0	6	-7	2	-5	/	2.2	-1	-6	-1.7
#9 CC(N=Cc1ccccc1O)c1ccccc1 (centres undefined)
→ /	-8	-9	0	-7	19	0.4	1	-3	-0.3
#10 Cc1nccn1C[C@@H]1CCc2c(c3ccccc3n2C)C1=O
→ -2	5	-8	5	-4	1	2.2	1	-4	-0.5

Following part:
11. Nn1c(SCC(=O)Nc2nccs2)nnc1-c1ccccn1
12. Cc1cccc(-c2nnc(SCC(=O)NCc3ccc4c(c3)OCO4)n2C)c1
13. COCC(=O)NC1CCN(CC(=O)Nc2ccc(OC)cc2[N+](=O)[O-])CC1
14. CCc1c(C(=O)Nc2ccc(S(=O)(=O)N3CCOCC3)cc2)csc1C
15. Cc1nc2c(Br)c3nc(C(F)(F)F)[nH]c3c(Br)c2[nH]1
16. CCOC(=O)C1=NN(C(=O)Cc2ccccc2)C(O)(C(C)(C)C)C1 (centres undefined)
17. O=C(CSc1nnc(CN2CCOCC2)n1-c1ccc(Cl)cc1)Nc1cc(Cl)ccc1O
18. O=c1c(Cc2ccc(F)cc2)c(O)ccn1CCCN1CCOCC1
19. O=C(c1ccc(Cl)cc1)c1cccc(O)c1
20. Cc1nc(N2CCOCC2)nc(N2CCCCC2)c1[N+](=O)[O-]
assay / entry	11	12	13	14	15	16	17	18	19	20
CAL PDZ FP-1	-3	-3	0	-6	3	2	-8	/	-1	-4
RTF Ca sens act	-2	1	3	-4	-5	3	-3	15	3	7
PKA-R2B activ	-3	16	0	-22	12	-2	-11	-21	1	4
DAGLB inhibitor	-2	0	0	-1	-4	-2	2	-8	-2	-5
Rtt109 HAT inh	-8	-1	-3	7	-1	-1	7	-3	-3	9
SR-BI DiI-HDL act	3	18	11	-49	20	6	-14	18	-10	-28
C-LANA FP	0.0	-1.3	2.7	-0.4	0.1	-1.0	-1.0	0.2	1.6	-1.1
RTF Ca sens inh	-7	-2	7	0	1	-11	-2	-21	-14	-7
Keap1 Nrf2 FP	1	-6	0	-3	-4	0	0	-5	-5	-2
CAL PDZ FP-2	-0.9	-0.5	-2.3	-2.4	-1.2	-2.4	-0.6	-2.6	-1.6	-2.0

21. CC[C@]12c3[nH]c4cc(CCC(=O)N(C)C)ccc4c3CCN1C(=O)[C@@H](CC(=O)NCc1ccc(OC)c(OC)c1)C[C@@H]2C(=O)N1CCN(C(=O)C2CC2)CC1
22. COc1cccc(N=C(N)N=C(N)N)c1
23. O=C(c1ccco1)N(Cc1cc2ccccc2[nH]c1=O)CC1CCCO1 (centres undefined)
24. CCOC(=O)N1N=C(C)CC1(O)c1ccc(Cl)cc1 (centres undefined)
25. COc1ccc(C(=O)O)cc1S(=O)(=O)NCc1ccncc1
26. N#Cc1c(NC(=O)C(=O)NCCCN2CCOCC2)sc2c1CCCC2
27. COc1ccc2nc(N/C(N)=N/C(=S)Nc3ccccc3)nc(C)c2c1
28. CC1CCC/C=C/C(=O)c2c(O)cc(O)cc2CC(=O)O1 (centres undefined)
29. O=C(c1ccc2oc(CCc3ccccc3)nc2c1)N1CC[C@H](O)C1
30. CCC(C)(C)NC(=O)C1CCCN1C(=O)NC1CCCCC1 (centres undefined)
assay / entry	21	22	23	24	25	26	27	28	29	30
CAL PDZ FP-1	-26	-3	-1	-2	0	-3	-4	0	-1	2
RTF Ca sens act	-5	-1	1	-1	0	-4	-4	5	-7	1
PKA-R2B activ	5	-3	5	5	-10	-3	-15	-4	-1	0
DAGLB inhibitor	1	-4	-4	-1	1	0	-3	3	-1	1
Rtt109 HAT inh	6	/	-10	/	3	6	3	2	-4	-8
SR-BI DiI-HDL act	7	3	10	-1	22	6	-54	-4	-3	2
C-LANA FP	-1.2	0.4	-0.9	-0.6	-2.1	0.4	-1.5	3.6	-2.6	-0.2
RTF Ca sens inh	-7	-2	-7	-6	-4	-21	8	-5	-5	-10
Keap1 Nrf2 FP	-3	-2	-4	0	-3	-4	-1	-49	-2	-3
CAL PDZ FP-2	-2.3	-0.8	0.6	0.3	-0.9	-1.1	/	-1.1	-2.1	0.1

31. COc1ccc(NC(=O)CCCNC(=O)Cn2cnc3sc4c(c3c2=O)CCCC4)cc1OC
32. CCN(C(=O)CCN1C(=O)c2ccccc2S1(=O)=O)c1ccccc1
33. Cn1ccc(-c2cc(C(=O)O)c3ccccc3n2)n1
34. CC1CCCCC12NC(=O)N(CC(=O)N1CCN(c3ccccc3)CC1)C2=O (centres undefined)
35. Cc1cc(C)c(NC(=O)CS(=O)CC(=O)Nc2ccc(N3CCOCC3)cc2)c(C)c1 (centres undefined)
36. CCOC(=O)c1ccc(NC(=S)N2CCN(C)CC2)cc1
37. O=C(NCc1ccc(F)cc1)C1CCN(S(=O)(=O)N2CCC3(CC2)OCCO3)CC1
38. CCOC(=O)c1cn2nc(Oc3ccc(C)cc3)ccc2n1
39. COc1ccc([N+](=O)[O-])cc1-c1nc2ccccc2nc1-c1ccccc1
40. O=C(Nc1cc(S(=O)(=O)N2CCOCC2)ccc1N1CCCC1)c1ccc(F)cc1
assay / entry	31	32	33	34	35	36	37	38	39	40
CAL PDZ FP-1	-7	-9	2	-2	-5	-1	-3	/	-2	-1
RTF Ca sens act	-8	-2	2	0	-9	3	-5	/	6	-3
PKA-R2B activ	-1	-3	-4	4	-1	-2	6	/	-4	-5
DAGLB inhibitor	0	-3	0	-2	-2	0	0	/	-3	2
Rtt109 HAT inh	-3	15	-4	6	-4	-4	-6	17	-3	-3
SR-BI DiI-HDL act	-24	8	5	4	-12	-22	25	20	-38	32
C-LANA FP	1.4	0.8	1.5	-0.7	0.8	-0.8	0.3	-1.0	0.9	0.1
RTF Ca sens inh	-4	5	4	-1	-6	-5	4	/	8	-4
Keap1 Nrf2 FP	5	-7	3	3	-1	-3	0	0	-1	-6
CAL PDZ FP-2	-2.0	-0.2	0.5	0.7	-1.5	-0.2	-2.5	-0.5	-0.5	-0.7

41. COc1ccc(-c2cc(CNS(=O)(=O)c3ccccc3)on2)cc1
42. O=C(Nc1nccs1)c1ccc2nccnc2c1
43. Cc1ccc(NC(=O)CSc2nnc(-c3cnccn3)n2-c2ccccc2)cc1
44. COc1ccc(CCNC(=O)CC2SC(=NCc3ccccc3)NC2=O)cc1 (centres undefined)
45. C[C@]12CC[C@@H]3c4ccc(OS(=O)(=O)O)cc4CC[C@H]3[C@@H]1CCC2=O
46. CC(=O)Oc1ccc(OC(C)=O)c(SCCCCCN2CCOCC2)c1
47. C[C@H]1CN(Cc2ccccc2)C(=O)[C@@H]1CC(=O)NCc1ccccc1
48. COc1ccc(C(=O)N2CCC(C(=O)Nc3ccc4c(c3)OCO4)CC2)cc1
assay / entry	41	42	43	44	45	46	47	48
CAL PDZ FP-1	1	-5	0	-2	-5&-6	4	-2	0
RTF Ca sens act	6	-2	2	-5	3&-1	2	0	0
PKA-R2B activ	1	-6	3	-5	3&-7	-3	-12	17
DAGLB inhibitor	-6	2	-1	0	2&-1	-1	-2	0
Rtt109 HAT inh	7	13	3	2	3&2	11	-8	-4
SR-BI DiI-HDL act	1	/	-28	-5	-4&8	18	/	-4
C-LANA FP	-0.6	1.9	-1.8	1.6	0.9&-0.6	-0.5	2.1	0.4
RTF Ca sens inh	-4	-6	-8	-2	6&11	4	-10	-38
Keap1 Nrf2 FP	2	6	1	0	3&-5	4	-2	-3
CAL PDZ FP-2	-0.2	-1.1	-0.1	-2.0	0.2&-0.2	0.1	-0.8	-0.7
